# Screening results as filed in PubChem BioAssay.
# AHR act – activates the human aryl hydrocarbon receptor; AHR-responsive luciferase reporter cells, luminescence; P35869; activation, % at 5 µM; 2.5% of 320,000 active; in the data active = activation above about 47%;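 note: 0% = vehicle wells and 100% = reference agonist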
# proCasp7 act – counter-screen: procaspase-7 (human) activation | P55210 | recombinant procaspase-7, Ac-DEVD-pNA absorbance 405 nm; D23A/D198A/D206A triple mutant, cannot self-cleave; scale: DMSO 0, 5 µM enzyme 100 | activation, % at 8.5 µM | 0.093% of 330,000 active | AID 463210;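 active = percent activation above the screen-wide mean plus 3 SD, cut at about 25% in these data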
#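 Material: Procaspase-7 triple mutant (PC-7 D3A) | Quantity: 2 µM procaspase-7 mutant as dispensed | Reagent: DEVD-pNA substrate | Times: 1 h preincubation, 2 h reaction | Technique: 405 nm absorbance of p-nitroaniline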
# EBNA-1 inh – blocks EBNA-1 binding to DNA; 0.34% of 300,000 active; AID 1950; inhibition, % at 14.8 µM; EBNA-1 DNA binding, fluorescence polarization; in the data active = inhibition above about 28%
# procasp3 activ – activators of human procaspase-3. 0.11% of 330,000 active. recombinant procaspase-3 D3A, Ac-DEVD-pNA absorbance 405 nm. P42574. activation, % at 8.5 µM. AID 463141;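 active = activation above the mean of all tested compounds plus 3 SD, cut at about 21% in these data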;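 note: 0% = DMSO alone and 100% = DMSO wells spiked with extra 5 µM PC-3 D3A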
#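 Assay system: Procaspase-3 D3A mutant, all three cleavage aspartates alanine. Buffer or medium: Zinc-free HEPES saline buffer with Triton X-100. Times: 1 h compound preincubation, 2 h substrate hydrolysis at 25 °C. Measured by: 405 nm absorbance of p-nitroaniline, reads at 0 and 120 min. Read-out basis: percent activation relative to control range. Replicates: singlicate.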
# LAP4 TOR yeast – modulators of TOR pathway LAP4-GFP in S. cerevisiae; S. cerevisiae LAP4-GFP multiplex, flow cytometry GFP, 3 h; median GFP as percent of DMSO wells; GFP response vs DMSO, % at 10 µM; 0.34% of 320,000 active; AID 2023;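 active = GFP response vs DMSO above a set limit, about the screen mean plus 3 SD, cut at about 150% in these data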
# RPL19A-GFP yeast – modulators of TOR pathway RPL19A-GFP in S. cerevisiae | S. cerevisiae RPL19A-GFP strain, flow cytometry, 3 h; active compounds read low | percent response vs DMSO, % at 10 µM | 0.3% of 330,000 active;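 active = percent response vs DMSO below 50%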;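 note: median channel GFP fluorescence of the barcoded RPL19A-GFP strain; ratio of sample median GFP to plate DMSO average so 100% = DMSO; lower means less RPL19A-GFP as with rapamycin TOR inhibition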
# MEP2 TOR yeast – yeast TOR pathway MEP2-GFP modulation; S. cerevisiae MEP2-GFP strain, flow cytometry GFP, 3 h; 100% = DMSO control level; 0.51% of 330,000 active; AID 2016; GFP response vs DMSO, % at 10 µM;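 active = GFP response versus DMSO above a set limit, roughly screen mean plus 3 SD, cut at about 180% in these data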;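 note: median GFP fluorescence of the barcode-gated MEP2-GFP cells per well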
# ZTA counter – blocks Epstein-Barr virus ZTA, an EBNA-1 counter-screen | 0.15% of 320,000 active | P03206 | inhibition, % at 11 µM | ZTA-DNA binding, fluorescence polarization | AID 2234; in the data active = inhibition above about 33%
# * marks the source's active call; other numbers are inactive results; nt = no result given.
# Results follow in this order: AHR act, proCasp7 act, EBNA-1 inh, procasp3 activ, LAP4 TOR yeast, RPL19A-GFP yeast, MEP2 TOR yeast, ZTA counter
CC(c1ccccc1)C(Cc1nc2ccccc2[nH]1)c1nc2ccccc2[nH]1 (stereo unspecified)
    34.1, 5.4, -4.8, 4.7, 103.0, 101.9, 105.4, -31.8
CC(C)(C)c1ccc(/C=N/n2cnnc2)cc1
    15.2, 2.0, -2.5, 7.7, 101.5, 105.8, 100.7, -15.9
CC(C)n1ncc2c(C(=O)N3CCN(Cc4ccc(Br)s4)CC3)cc(C3CC3)nc21
    0.1, 3.1, nt, 0.9, 102.8, 95.5, 98.7, 3.0
CCc1ccc(CNC(=O)CCS(=O)(=O)Cc2ccc(C)cc2)cc1
    3.3, -7.2, -4.7, -3.6, 94.4, 105.5, 102.5, 8.0
COCCN(CCOC)S(=O)(=O)c1ccc(C(=O)NCCCN2CCOCC2)cc1
    -1.0, 12.8, -6.3, 6.7, 90.7, 96.5, 97.1, 4.2
CSCCC(NC(=O)c1ccc(Cl)cc1Cl)C(=O)NCc1ccncc1 (stereo unspecified)
    0.0, 2.8, -5.2, 9.9, 106.9, 99.1, 100.0, -12.2
COc1ccc(-c2c(C)nn3c(N4CCN(Cc5ccccc5)CC4)cc(C)nc23)cc1OC
    1.6, -2.4, -3.2, 1.5, 102.3, 100.5, 102.3, 11.6
Cc1cc(C)c2sc(NC(=O)C3=COCCO3)nc2c1
    30.2, -6.5, 2.4, 2.3, 165.5*, 88.8, 102.6, -5.3
Cc1cc(C)c2c(n1)sc1c(=O)n(-c3ccccc3)c(=O)[nH]c12
    -4.2, -1.1, 0.9, 4.2, 102.9, 104.4, 108.2, 0.7
NC(=O)C1CCCN(C(=O)c2ccc3nc(Cc4cccc(Cl)c4)oc3c2)C1 (stereo unspecified)
    0.2, 3.5, -8.9, 3.9, 97.3, 98.8, 96.8, -14.4
CCCN(CC(=O)Nc1ccccc1C)C(=O)c1ccc(S(=O)(=O)N2CCCCC2)cc1
    -0.7, -0.5, -5.7, 3.7, 93.5, 98.5, 99.5, 6.4
COc1ccc(CNC(=O)C2CCN(S(=O)(=O)c3ccc4c(c3)NC(=O)CO4)CC2)cc1
    1.6, -0.6, -19.2, 7.5, 95.3, 97.3, 102.5, -1.6
COCCCNC(=O)c1cccc(NC(=O)c2ccccc2)c1
    3.8, 0.9, -1.9, -1.6, 89.4, 97.8, 97.0, 4.0
CCN(CC)S(=O)(=O)c1ccc(N2CCOCC2)c(NC(=O)c2ccco2)c1
    -1.0, 1.4, nt, 8.8, 96.3, 99.5, 102.2, nt
Cc1nc2ccccc2n1Cc1n[nH]c(=S)n1-c1ccc(Cl)cc1
    -2.1, -0.4, 5.5, 7.4, 88.8, 108.3, 106.9, -9.1
O=C(Nc1nnc(-c2ccccc2F)s1)C1CCCO1 (stereo unspecified)
    14.8, 0.5, 5.4, 8.9, 109.3, 95.4, 94.8, 5.2
COc1ccc2cc3cc(C(=O)N4CCN(C5CCCCC5)CC4)oc3nc2c1
    10.3, 5.9, -0.5, 2.5, 97.8, 101.0, 105.5, -14.8
CCCOc1ccccc1NC(=O)/C=C/C(N)=O
    0.4, -20.0, 3.1, -6.3, 109.4, 102.0, 103.1, 5.4
COc1ccc(-c2noc(CCCOc3ccccc3)n2)cc1OC
    4.8, 8.2, 6.3, 5.8, 100.7, 103.0, 96.8, -1.2
Cc1ccc(S(=O)(=O)N2CCCCC2)cc1NC(=O)COC(=O)c1ccccc1F
    -1.3, 6.8, 12.3, -0.1, 101.2, 96.1, 91.5, 13.8
CCC(CC)C(=O)Nc1cccc(-c2ccc3nncn3n2)c1
    5.6, 6.0, 6.8, -2.0, 100.8, 96.3, 102.5, -8.6
Cc1nnc(SCc2ccccc2Cl)n1CC1CCCO1 (stereo unspecified)
    -0.9, 0.6, 1.9, 7.4, 107.7, 99.3, 103.8, -7.4
CCN(CC)c1ccc(/C=N/OCC(=O)N2CCCc3ccccc32)cc1
    3.3, 1.7, -3.3, 1.9, 99.2, 101.6, 101.8, -28.3
CCSc1ncc(C)cc1[N+](=O)[O-]
    2.3, 8.3, 1.4, 4.4, 92.1, 96.2, 105.6, 3.4
COc1cc(SC)ccc1C(=O)N1CCCCCC1
    -0.5, -2.5, 4.9, 0.5, 96.8, 94.7, 106.4, 2.5
CCOC(=O)c1sc(N(Cc2ccccc2)C(=O)CSc2nnc(C3CC3)n2N)nc1C
    0.4, -5.0, 4.1, 9.6, 103.3, 99.9, 101.7, 5.6
Cc1ccc(Nc2ccc(N3CCN(c4ccc([N+](=O)[O-])cc4)CC3)nn2)cc1
    1.2, -6.0, -5.0, 3.1, 96.9, 99.2, 98.7, 10.8
C/C(=N\NC(=O)CCn1nc(C)cc1C)C(C)(C)C
    7.9, 10.0, -6.8, -13.6, 98.5, 103.0, 108.5, -5.9
S=C(NCc1ccncc1)Nc1ccc(Br)cc1
    10.9, -4.3, -1.1, -12.0, 98.1, 103.9, 110.3, 4.3
COc1ccccc1N1CCN(CC(=O)N2CCCC2)CC1
    -0.6, 1.3, 3.4, -0.5, 113.0, 103.9, 118.4, 10.7
CC(=O)N1c2ccc(S(=O)(=O)N(C)CC(=O)N(C)Cc3ccccc3)cc2CC1C (stereo unspecified)
    -1.7, 3.2, 3.7, -9.6, 98.3, 98.4, 102.1, -5.8
Cc1cccc(-n2ncc3c(NCc4ccccc4)ncnc32)c1
    3.1, 0.0, 4.0, 5.8, 108.2, 93.9, 96.0, -7.2
O=C(Nc1ccccc1)c1cc2c(=O)c3ccccc3oc2nc1C(F)(F)F
    0.1, 15.0, 4.9, 3.3, 98.7, 104.1, 111.7, 1.8
N#Cc1cn(CCCOc2ccccc2)c2ccccc12
    -3.9, -4.5, -4.2, 0.6, 103.8, 90.5, 92.0, -2.4
COC(=O)C1SCC2C(=O)N(Cc3cccc(C)c3)CC(=O)N21 (stereo unspecified)
    0.2, 8.0, 0.0, 10.2, 87.0, 104.8, 101.0, 18.3
NS(=O)(=O)c1ccc(CCNC(=O)c2cnccn2)cc1
    0.4, -6.2, -6.7, 5.2, 98.1, 102.1, 108.9, 1.4
Cn1cc(C2N3CC4(C)CN2CC(C)(C3)C4=O)c2ccccc21 (stereo unspecified)
    6.0, 2.3, -3.3, 1.9, 91.2, 99.7, 99.2, -10.6
O=c1c2nncn2c2cc(C(F)(F)F)ccc2n1CCNc1ncc(C(F)(F)F)cc1Cl
    0.2, -5.0, -1.6, 3.6, 101.5, 102.5, 99.4, 2.0
CN(CCOc1ccc(Cl)cc1)c1ccc(S(=O)(=O)N2CCCCC2)cn1
    -1.8, -1.9, -4.4, 3.9, 102.7, 94.9, 95.7, 6.6
COc1ccc(S(=O)(=O)NNC(=O)c2cc3c4ccccc4n(C)c3s2)cc1
    110.1*, 6.4, 31.7*, -3.4, 100.7, 97.7, 98.7, -8.0
Cc1ccccc1NC(=O)C(=O)NNC(=O)COc1ccc2ccccc2c1
    10.1, 1.9, 2.4, 5.6, 89.3, 103.2, 104.2, -8.7
Cn1nnnc1Sc1ncnc2scc(-c3ccccc3Br)c12
    2.1, 3.1, nt, -5.8, 95.4, 93.4, 102.0, 31.0
COC(=O)c1ccc(CSc2nnc(-c3ccncc3)o2)cc1
    0.7, 6.7, 0.9, -0.1, 98.1, 97.4, 105.1, -9.4
O=C(Nc1ccccc1Cl)C1CC(=O)N(c2ccccc2)C1 (stereo unspecified)
    -1.2, 1.0, -3.9, 8.6, nt, 100.0, 103.7, 8.3
Cc1cc(C)n(CCCNC(=O)c2ccc(C)o2)n1
    0.4, -2.9, nt, 1.1, 96.2, 97.6, 108.2, -9.2
O=C(COC(=O)c1ccc(O)cc1)Nc1cccc(S(=O)(=O)NC2=NCCC2)c1
    4.2, -10.9, nt, -5.4, 110.0, 98.9, 92.8, 1.7
CN(CC(=O)Nc1cccc(F)c1)C(=O)CSc1ccc(Br)cc1
    0.4, -10.2, 8.6, 6.4, 98.3, 95.5, 104.4, 7.5
NC(=O)C1CCN(C(=O)c2ccc(Cl)c(S(=O)(=O)N3CCCCCC3)c2)CC1
    1.3, 14.4, nt, -9.3, 88.4, 93.5, 93.0, nt
Oc1c(Cl)cc(Cl)cc1C(C#Cc1ccccc1)N1CCOCC1 (stereo unspecified)
    46.9, -6.9, -13.7, -1.6, 94.3, 98.4, 92.0, -11.9
O=C(Nc1ccccc1)C1CCCCN1S(=O)(=O)c1ccccc1 (stereo unspecified)
    1.1, -10.7, -9.7, -3.3, 109.9, 96.9, 94.8, -21.6
